# S1P1 ag-PAM: S1P1 (human) agonism or agonism potentiation. AID 449. S1P1 CRE-bla cells, forskolin, beta-lactamase FRET, potentiator mode; S1P1 agonist co-added at EC20, 2 nM; 100% = saturating reference agonist, 0% = basal. hit rate 0.57% among 56,000. activation, % at 9.5 µM. P21453;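 active = activation above a cutoff set at the mean activation of all tested compounds plus 3 SD, cut at about 54% in these data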;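 note: forskolin at 4 µM as EC80 and the EC20 agonist is SEW2871; 100% = SEW2871 at its EC100 plus forskolin at EC80; some compounds past the cut are filed as inactive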
# Target sequence (P21453 whole entry, looked up): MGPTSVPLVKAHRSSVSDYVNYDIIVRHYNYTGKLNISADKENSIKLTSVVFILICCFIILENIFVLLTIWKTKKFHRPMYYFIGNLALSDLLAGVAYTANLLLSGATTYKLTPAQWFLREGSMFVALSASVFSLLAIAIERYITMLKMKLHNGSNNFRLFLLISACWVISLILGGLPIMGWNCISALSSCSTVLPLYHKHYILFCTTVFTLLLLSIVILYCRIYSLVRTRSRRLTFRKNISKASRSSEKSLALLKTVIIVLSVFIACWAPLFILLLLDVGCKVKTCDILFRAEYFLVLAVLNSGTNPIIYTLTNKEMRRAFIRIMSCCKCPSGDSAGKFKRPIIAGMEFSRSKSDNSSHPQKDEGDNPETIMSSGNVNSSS
# SF-1 act: SF-1 (human) activation | CHO-K1 Gal4-SF-1 LBD luciferase reporter; % increase over DMSO SF-1-specific signal | activation, % at 10 µM | hit rate 1.9% among 65,000 | AID 522;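 active = activation above the mean activation of all tested compounds plus 3 SD, cut at about 50% in these data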
#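 System: CHO-K1 cells with Gal4–hSF-1 LBD chimera plus Gal4-driven luciferase; quantity: 4,000 CHO-K1 cells per well; compound: one dose, 10 µM compound, 1% DMSO; times: 20 h compound treatment, 37 °C; measured by: SteadyLite luciferase luminescence; read-out: percent activation versus DMSO; benchmarks: DMSO and mock-transfected background; replicates: one test per compound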
# RORA act: activators of human nuclear receptor RORA. activation, % at 10 µM. CHO-K1 Gal4-RORA LBD luciferase reporter, luminescence; percent increase over mock-subtracted basal signal. AID 560. P35398. hit rate 1.5% among 65,000;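 active = activation above the mean of all tested compounds plus 3 SD, cut at about 49% in these data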;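 note: 0% = DMSO-treated RORA cells and 100% = added signal equal to DMSO minus mock-transfected cells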
# Ecoli tolC: blocks growth of E. coli BW25113 tolC mutant; hit rate 2.2% among 65,000; growth inhibition, % at 10 µM (by protocol); OD615;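 active = growth inhibition at or above a cutoff equal to the mean over every tested compound plus 3 SD, cut at about 60% in these data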;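 note: growth measured after 20 h incubation at 37 °C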
#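 Material: E. coli BW25113 ΔtolC::kan, tolC deletion mutant strain. Measure: percent growth inhibition. Schedule: 37 °C, 20 h exposure. Doses: single-point testing at 10 µM. Signal: A615 absorbance measurement. Buffer or medium: kanamycin-containing LB broth (50 µg/mL).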
# HTR1E agonist: activates the human 5-HT1E serotonin receptor; activation, % at 6 µM; CHO 5-HT1E Ga15 NFAT-bla reporter, FRET; 0% DMSO wells, 100% control agonist wells; hit rate 0.69% among 65,000; P28566;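 active = activation above a set limit, the screen-wide mean activation plus 3 SD, cut at about 8.5% in these data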;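 note: 100% = positive control agonist at 1 µM giving full maximal response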
# 5HT1a antag: antagonists of human 5-HT1a serotonin receptor. P08908. CHO 5-HT1a Ga15 NFAT-bla reporter, antagonist mode. inhibition, % at 10 µM. hit rate 0.68% among 62,000. AID 612;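 active = inhibition above the mean of all tested compounds plus 3 SD, cut at about 43% in these data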;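 note: receptor stimulated by 5-CT agonist at 100 nM near EC80; beta-lactamase reporter measured by ratiometric fluorescence of a cleavable substrate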
# S1P3 agonist: agonists of human S1P3 receptor; Q99500; S1P3 NFAT-BLA reporter cells, agonism, FRET ratio; relative to 1 µM S1P, basal subtracted; activation, % at 4.5 µM; hit rate 0.1% among 60,000; AID 373;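 active = activation above the screen-wide mean plus 3 SD, cut at about 4.5% in these data, passing the limit was not always enough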; note: some compounds called inactive have numbers as strong as hits
# Target sequence (Q99500 whole entry, looked up): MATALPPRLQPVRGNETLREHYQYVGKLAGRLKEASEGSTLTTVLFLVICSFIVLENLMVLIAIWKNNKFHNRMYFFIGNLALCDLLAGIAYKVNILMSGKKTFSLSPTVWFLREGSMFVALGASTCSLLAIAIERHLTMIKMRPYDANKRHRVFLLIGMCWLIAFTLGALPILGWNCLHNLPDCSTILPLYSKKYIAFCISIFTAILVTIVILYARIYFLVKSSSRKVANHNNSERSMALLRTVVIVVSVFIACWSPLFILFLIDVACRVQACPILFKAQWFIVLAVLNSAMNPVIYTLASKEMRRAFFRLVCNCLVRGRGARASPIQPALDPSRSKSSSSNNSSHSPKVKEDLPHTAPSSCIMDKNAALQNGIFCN
#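 Assay system: CHO cells stably expressing human S1P3, Gα16 and NFAT-β-lactamase reporter. Timing: overnight plating, 4 h compound 37 °C, 2 h substrate RT. Signal: β-lactamase FRET emission ratio 460/535 nm. Measure: percent activation versus median 1 µM S1P response, basal-subtracted, per plate. Repeats: primary screen single test, confirmation screen in triplicate.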
# AP ELISA ortho: alternative pathway complement inhibition, orthogonal assay; Human serum alternative complement pathway, LPS-coated ELISA, C3 deposition; tested in compound mixtures; inhibition, % at 5 µM; hit rate 0.08% among 62,000; AID 1235;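 active = inhibition above 30% in each of the two pooled mixtures holding the compound, so the lower value exceeds 30%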;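 note: 0% = serum in Mg-EGTA without compound and 100% = EDTA serum blank; some compounds past the cut are filed as inactive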
#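 Test system – human serum alternative complement pathway, C3 deposition on LPS-coated wells · Buffer or medium – diluted human serum in Mg2+-EGTA GVB++ · Compound dosing – 5 µM each compound, pools of ten, 50 µM per pool · Schedule – 1 h serum-compound exposure at 37 °C · Measured by – Anti-C3 ELISA, OD 450 nm · Read-out basis – percent inhibition of C3 deposition onto LPS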
# 5HT1E antag: blocks the human 5-HT1E serotonin receptor | hit rate 0.99% among 65,000 | inhibition, % at 6 µM | P28566 | CHO 5-HT1E Ga15 NFAT-bla reporter, FRET, antagonist;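 active = inhibition above a set limit, the mean inhibition across every tested compound plus 3 SD, cut at about 29% in these data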;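 note: signal is the 460 over 535 nm emission ratio of beta-lactamase substrate; 0% = agonist plus DMSO wells and 100% = wells without agonist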
# * hit, by the source's call; . = no result given.
SMILES,S1P1 ag-PAM,SF-1 act,RORA act,Ecoli tolC,HTR1E agonist,5HT1a antag,S1P3 agonist,AP ELISA ortho,5HT1E antag
C=CCOc1ccc(C(=O)N(Cc2ccc(N(C)C)cc2)C2CCS(=O)(=O)C2)cc1 (centres undefined),-3,1,14,-4,0.6,2,-0.6,7,-2
CC1CCCN(S(=O)(=O)c2cccc(-c3cn4cccnc4n3)c2)C1 (centres undefined),14,-4,15,-17,-0.1,-1,-0.4,-11,11
Cc1ccc(NC(=O)c2cc(-c3ccc(C)o3)nc3ccccc23)nc1,-9,-20,-7,3,0.8,7,-1.5,13,-11
COc1ccc(C2C(C(=O)Nc3cccc(C)n3)CCC(=O)N2c2ccc(OC)cc2)cc1 (centres undefined),-14,10,11,-13,-0.6,7,0.9,11,-2
Cn1c(SCc2cc(=O)n3cc(Br)ccc3n2)nnc1C1COc2ccccc2O1 (centres undefined),-32,8,8,3,-0.1,-2,-0.3,18,10
COc1ccc(OC)c(NC(=O)CN(c2ccc(C(C)C)cc2)S(=O)(=O)c2c(C)noc2C)c1,-10,-21,9,24,0.0,26,-1.0,60,3
Cc1cccc(NS(=O)(=O)c2cccc3cccnc23)n1,-8,-2,-10,-7,1.3,-8,-0.3,13,-1
Cn1c(=O)c2c(ncn2CC(O)CNc2ccc(Br)cc2)n(C)c1=O (centres undefined),-10,-4,5,8,-0.2,-2,-0.4,-2,-2
O=C(c1ccc(N2CCCCS2(=O)=O)cc1)N1CCN(c2ccc(N3CCOCC3)nn2)CC1,-15,-4,17,0,0.2,1,-1.2,0,6
COC(=O)CCC(=O)c1oc2ccc(Br)cc2c1N,-10,0,-19,17,0.6,-13,-1.2,.,1
COc1ccc(-c2noc(-c3ccccc3-c3ccccc3)n2)cc1OC,.,19,-7,19,2.0,41,-1.1,-2,-1
CS(=O)(=O)N(CC(=O)N1CCCCCC1)c1ccc(Br)cc1,10,2,-16,11,-2.5,10,-1.1,0,6
CC1Cc2nc(SCC(=O)NCC3CCCO3)n(Cc3ccccc3)c(=O)c2S1 (centres undefined),-14,-11,1,-7,0.4,-2,-0.9,.,3
Cc1cc(Nc2ccccc2F)n2ncnc2n1,-2,5,11,-19,0.3,-1,0.8,24,-3
O=C(NCc1ccccn1)c1cc2n(n1)C(C(F)(F)F)CC(c1ccco1)N2 (centres undefined),17,11,-6,8,-0.5,0,-1.3,11,11
Cc1ccc(C)c(OCC(O)CN2C(C)CCCC2C)c1 (centres undefined),12,-1,1,-11,1.0,13,-0.3,18,-6
Cc1cccc(NC(=O)c2ccccc2C(=O)O)c1,-3,-1,-17,-1,-0.1,0,1.3,-7,-6
COc1cccc(CNC(=O)C(CCSC)NS(=O)(=O)c2ccc3c(c2)oc(=O)n3C)c1 (centres undefined),-4,-9,-3,-23,0.4,-6,1.3,11,7
COc1ccc(OC)c(NC=C2C(=O)OC(C)(C)OC2=O)c1,-11,12,-20,-19,-0.8,1,-0.4,9,11
CCc1cc(=O)oc2cc(C)c(CN3CCCC3)c(O)c12,11,-4,-15,2,-0.4,.,-2.8,.,-1
CN(CC(=O)NCc1cccc(F)c1)C(=O)c1ccco1,2,22,-7,-20,-0.5,-11,-0.5,-8,-2
OC1(c2ccc(F)cc2)CCN(Cc2nnnn2Cc2cccs2)CC1,5,7,8,9,0.0,0,0.5,8,2
Cc1noc(NS(=O)(=O)c2ccc(NC(=O)CCn3c(=O)oc4ccccc43)cc2)c1C,35,-6,-16,-14,1.0,-4,-1.2,18,13
Cc1ccc(-c2nc(CS(=O)CC(=O)NC3CCCC3)c(C)o2)cc1 (centres undefined),-9,-18,16,3,0.2,1,-1.1,11,5
c1ccc(-c2n[nH]c3c2CCC3)cc1,-12,-3,-3,31,1.2,4,0.9,-1,-8
Cc1ccc2nc3c(cc(C#N)c(=N)n3CC3CCCO3)c(=O)n2c1 (centres undefined),5,-10,-12,-7,-1.6,-3,-1.0,26,5
Cc1cc(N2C(=O)C(=O)/C(=C(/O)c3ccccc3)C2c2cccc(Br)c2)no1 (centres undefined),9,3,12,17,-0.5,.,-3.5,.,0
CCCc1cc(C(=O)Nc2cccnc2)no1,-2,-1,14,-13,0.3,-6,0.1,16,3
CCOC(=O)N1CCN(C(=O)C2CCN(C(=O)c3cc4sccc4n3CC)CC2)CC1,-18,-12,8,-15,0.6,-15,-0.2,17,-11
CN(C)CCCN1C(=O)C(=O)/C(=C(/O)c2ccc3c(c2)OCCO3)C1c1ccco1 (centres undefined),7,-7,6,-21,-0.3,-15,0.3,5,2
Cc1ccc(-n2c(CSc3nc(C)cc(C)n3)nnc2SCC(=O)NCc2ccco2)cc1,22,-15,-1,6,-1.6,1,-0.2,11,14
CCOCCCNC(=O)C1CCN(C(=O)Nc2ccc(Cl)cc2)CC1,-1,-11,3,-16,-0.8,4,0.3,15,1
CCc1ccc2[nH]c(=O)c(C(c3nnnn3CC3CCCO3)N3CCN4CCCC4C3)cc2c1 (centres undefined),-3,-11,-16,-4,0.0,1,-0.8,10,5
O=C1CN(CC(=O)N2CCCCC2)c2ccccc2O1,-8,2,-2,-13,0.9,-2,-0.1,20,-6
CC(=O)N1CCCc2cc(S(=O)(=O)NC(C(=O)NC(C)c3ccccc3)C(C)C)ccc21 (centres undefined),4,16,-27,-9,0.6,-13,-1.5,15,1
CC(=O)N(C)c1ccc(NS(=O)(=O)Cc2ccccc2)cc1,6,5,9,-9,-0.5,-7,-1.1,16,1
CCC(C)NS(=O)(=O)c1ccc(OCC(=O)NCc2ccc3c(c2)OCO3)cc1 (centres undefined),-10,4,18,-7,0.1,-5,-0.5,2,6
COc1cc(C(=S)N(C)C)ccc1O,.,11,-7,-16,0.2,0,-0.4,12,4
Cc1cc(C(=O)NCc2cc(C(=O)O)oc2C)c(C)o1,.,-10,-10,-7,0.2,-9,0.2,16,-3
O=C(CSc1nnc(Cc2ccccc2)n1-c1ccc(Cl)cc1)N1CCOCC1,-9,0,-20,3,-1.0,9,-0.8,-16,-7
COc1ccc(C(C#N)N2CCCCC2)cc1OC (centres undefined),4,-13,-9,-10,0.4,-5,-0.7,7,-8
N#CC1=C(N)Oc2cc(O)ccc2C1C1CCCCC1 (centres undefined),.,41,26,14,0.0,15,.,10,4
COc1ccccc1-c1ccc(C(=O)O)o1,-15,15,-13,-16,-0.2,-2,-0.7,8,-1
CC(C)(C)NC(=O)C(c1ccc(OCC(N)=O)cc1)N(C(=O)c1cccnc1)C1CC1 (centres undefined),9,-5,-13,-17,-1.8,-4,-0.9,16,14
COc1ccc2[nH]c(=O)c(CN(Cc3ccccc3OC)Cc3nnnn3CC3CCCO3)cc2c1 (centres undefined),2,19,12,11,-0.8,9,-0.6,-11,11
O=C(C1CCN(S(=O)(=O)c2cnc[nH]2)CC1)N1CCN(c2ncccn2)CC1,1,6,-25,-35,0.3,-6,-0.2,0,-12
O=C(c1ccccc1F)N1CCN(S(=O)(=O)c2ccc(S(=O)(=O)N3CCCCC3)cc2)CC1,-11,7,-11,-15,-0.1,-1,0.3,1,0
COc1ccc(Br)cc1CNC(=O)CCc1nc(-c2ccc(C)cc2)no1,13,-8,7,-8,-1.7,23,-1.0,6,9
Cc1ccc(S(=O)(=O)c2nc(-c3ccccc3)oc2NCc2cccnc2)cc1,-42,-19,-8,57,48*,-1,-0.1,8,-2
Cc1cccc(C)c1OCc1nnc(SCC(=O)NCCc2ccccc2)o1,.,-17,-6,20,-0.5,4,.,.,0
Cc1ccnc(NC(=O)CN(C)S(=O)(=O)c2cccc3nsnc23)c1,21,-17,-9,-14,0.1,-2,-1.0,11,-8
CCOc1ccccc1NC(=O)CSc1nnc(CNC(=O)c2ccco2)o1,.,-3,-4,-19,0.7,0,.,0,-1
COc1cccc(NS(=O)(=O)c2cc(C)ccc2OC)c1,6,-4,9,-2,0.2,13,-1.3,0,6
CC1(C)NC(=O)N(CC(O)CN(Cc2ccccc2)Cc2ccccc2)C1=O (centres undefined),13,-6,-1,12,-1.0,-5,-0.5,-2,4
O=C(Nc1ccccc1C(=O)NCc1ccc(Cl)cc1)c1ccco1,12,-2,-8,3,0.2,9,-0.3,1,-7
CCC(NC(=O)NCc1ccc2c(c1)OCO2)(C(F)(F)F)C(F)(F)F,-10,-20,-3,14,-0.9,-4,-1.4,9,-5
O=C(CCC(=O)NC1CC1)Nc1nnc(C2CCCCC2)s1,-8,11,0,9,0.7,-7,-1.4,2,-10
CCOC(=O)CSc1nc2cc(C)cc(C)c2cc1C#N,2,33,17,-1,-0.6,10,-0.5,-2,8
O=C(NC1CC1)c1ccc(S(=O)(=O)NCC2CCCCC2)cc1,5,2,-12,13,-1.0,9,-1.0,-2,-2
CCCn1c(=O)n(C)c(=O)c2c3oc(=O)c(NC(=O)c4ccc(F)cc4)cc3[nH]c21,14,9,-24,-21,0.2,-1,1.1,2,6
# (list continues)
SMILES,S1P1 ag-PAM,SF-1 act,RORA act,Ecoli tolC,HTR1E agonist,5HT1a antag,S1P3 agonist,AP ELISA ortho,5HT1E antag
CN(C)/C=C1\N=C(c2cccs2)OC1=O,-14,11,-1,4,0.2,.,0.1,.,4
COc1cccc(C(=O)NCc2nnc(SCC(=O)Nc3nccs3)n2-c2ccccc2)c1,-6,19,-3,6,0.1,1,-0.3,17,9
CCOC(=O)c1sc(NC(=O)C(CC)Sc2nnc3c4ccccc4n(CC)c3n2)nc1C (centres undefined),-21,-2,7,24,0.3,16,-0.6,13,-1
COc1ccc(CCNC(=O)CN(c2ccc(OC)c(OC)c2)S(C)(=O)=O)cc1OC,.,3,0,-14,-0.4,0,.,15,7
Cc1cc(C)c2cc(CN(CCO)C(=O)Nc3ccc(Cl)cc3)c(=O)[nH]c2c1,-5,-23,1,-15,0.9,-3,-0.5,13,7
Cc1ccc(CCNC(=O)CCNS(=O)(=O)c2ccc3c(c2)oc(=O)n3C)cc1,4,-10,-12,4,0.3,-8,-0.1,16,0
Cc1occc1C(=O)Nc1cc(C(F)(F)F)ccc1Cl,18,-11,-20,-6,-0.6,-2,-0.8,-21,3

# Entries listed above shown as hits in HTR1E agonist.
smiles	S1P1 ag-PAM	HTR1E agonist	5HT1a antag	S1P3 agonist	AP ELISA ortho	5HT1E antag
Cc1ccc(S(=O)(=O)c2nc(-c3ccccc3)oc2NCc2cccnc2)cc1	-42	48*	-1	-0.1	8	-2

# Screens: PubChem, several laboratories
